# Integrin act MD = activators of alpha7 integrin expression for muscular dystrophy. alpha7betagal myoblasts, beta-gal FDG fluorescence, 48 h. Potency, µM (series often up to 38.3 µM), for the others: at the top dose activation, most hits filed as activators. actives 0.064% (n = 350,000). AID 624291;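 note: potency is the fitted concentration of half-maximal effect; 100% = response of the positive control SU9516; nearly all actives have a fitted effect of over 60% in size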
#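 alpha7betagal+/- myoblasts (passage 13, 250/well) treated 48 h at 37C with compounds at 1:260 dilution of DMSO stock. Lysed, then beta-galactosidase activity read as FDG fluorescence (ex 480/em 540) after 30 min, with pre-read for autofluorescence.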
# MLL CXXC-DNA inh = inhibitors of human MLL CXXC domain-DNA interaction; Potency, µM (highest dose often 115 µM), inactives show top-dose activity change, negative = inhibition, usual class: inhibitors; Q03164; actives 0.037% (n = 290,000); MLL-CXXC / FITC-HOXA9 DNA fluorescence polarization; active = well fitted inhibition curve with a large enough effect in the polarisation, with a control signal flat, not every such curve was filed as active; inconclusive = small, poorly fitted or top-dose-only effect, or effect the other way, or a change in a side signal; inactive = no such curve, though single readings can be large or run the other way; the % refers to the polarisation; note: potency is the fitted concentration of half-maximal effect
# Target sequence (Q03164 whole entry, looked up, the tested form may be a part): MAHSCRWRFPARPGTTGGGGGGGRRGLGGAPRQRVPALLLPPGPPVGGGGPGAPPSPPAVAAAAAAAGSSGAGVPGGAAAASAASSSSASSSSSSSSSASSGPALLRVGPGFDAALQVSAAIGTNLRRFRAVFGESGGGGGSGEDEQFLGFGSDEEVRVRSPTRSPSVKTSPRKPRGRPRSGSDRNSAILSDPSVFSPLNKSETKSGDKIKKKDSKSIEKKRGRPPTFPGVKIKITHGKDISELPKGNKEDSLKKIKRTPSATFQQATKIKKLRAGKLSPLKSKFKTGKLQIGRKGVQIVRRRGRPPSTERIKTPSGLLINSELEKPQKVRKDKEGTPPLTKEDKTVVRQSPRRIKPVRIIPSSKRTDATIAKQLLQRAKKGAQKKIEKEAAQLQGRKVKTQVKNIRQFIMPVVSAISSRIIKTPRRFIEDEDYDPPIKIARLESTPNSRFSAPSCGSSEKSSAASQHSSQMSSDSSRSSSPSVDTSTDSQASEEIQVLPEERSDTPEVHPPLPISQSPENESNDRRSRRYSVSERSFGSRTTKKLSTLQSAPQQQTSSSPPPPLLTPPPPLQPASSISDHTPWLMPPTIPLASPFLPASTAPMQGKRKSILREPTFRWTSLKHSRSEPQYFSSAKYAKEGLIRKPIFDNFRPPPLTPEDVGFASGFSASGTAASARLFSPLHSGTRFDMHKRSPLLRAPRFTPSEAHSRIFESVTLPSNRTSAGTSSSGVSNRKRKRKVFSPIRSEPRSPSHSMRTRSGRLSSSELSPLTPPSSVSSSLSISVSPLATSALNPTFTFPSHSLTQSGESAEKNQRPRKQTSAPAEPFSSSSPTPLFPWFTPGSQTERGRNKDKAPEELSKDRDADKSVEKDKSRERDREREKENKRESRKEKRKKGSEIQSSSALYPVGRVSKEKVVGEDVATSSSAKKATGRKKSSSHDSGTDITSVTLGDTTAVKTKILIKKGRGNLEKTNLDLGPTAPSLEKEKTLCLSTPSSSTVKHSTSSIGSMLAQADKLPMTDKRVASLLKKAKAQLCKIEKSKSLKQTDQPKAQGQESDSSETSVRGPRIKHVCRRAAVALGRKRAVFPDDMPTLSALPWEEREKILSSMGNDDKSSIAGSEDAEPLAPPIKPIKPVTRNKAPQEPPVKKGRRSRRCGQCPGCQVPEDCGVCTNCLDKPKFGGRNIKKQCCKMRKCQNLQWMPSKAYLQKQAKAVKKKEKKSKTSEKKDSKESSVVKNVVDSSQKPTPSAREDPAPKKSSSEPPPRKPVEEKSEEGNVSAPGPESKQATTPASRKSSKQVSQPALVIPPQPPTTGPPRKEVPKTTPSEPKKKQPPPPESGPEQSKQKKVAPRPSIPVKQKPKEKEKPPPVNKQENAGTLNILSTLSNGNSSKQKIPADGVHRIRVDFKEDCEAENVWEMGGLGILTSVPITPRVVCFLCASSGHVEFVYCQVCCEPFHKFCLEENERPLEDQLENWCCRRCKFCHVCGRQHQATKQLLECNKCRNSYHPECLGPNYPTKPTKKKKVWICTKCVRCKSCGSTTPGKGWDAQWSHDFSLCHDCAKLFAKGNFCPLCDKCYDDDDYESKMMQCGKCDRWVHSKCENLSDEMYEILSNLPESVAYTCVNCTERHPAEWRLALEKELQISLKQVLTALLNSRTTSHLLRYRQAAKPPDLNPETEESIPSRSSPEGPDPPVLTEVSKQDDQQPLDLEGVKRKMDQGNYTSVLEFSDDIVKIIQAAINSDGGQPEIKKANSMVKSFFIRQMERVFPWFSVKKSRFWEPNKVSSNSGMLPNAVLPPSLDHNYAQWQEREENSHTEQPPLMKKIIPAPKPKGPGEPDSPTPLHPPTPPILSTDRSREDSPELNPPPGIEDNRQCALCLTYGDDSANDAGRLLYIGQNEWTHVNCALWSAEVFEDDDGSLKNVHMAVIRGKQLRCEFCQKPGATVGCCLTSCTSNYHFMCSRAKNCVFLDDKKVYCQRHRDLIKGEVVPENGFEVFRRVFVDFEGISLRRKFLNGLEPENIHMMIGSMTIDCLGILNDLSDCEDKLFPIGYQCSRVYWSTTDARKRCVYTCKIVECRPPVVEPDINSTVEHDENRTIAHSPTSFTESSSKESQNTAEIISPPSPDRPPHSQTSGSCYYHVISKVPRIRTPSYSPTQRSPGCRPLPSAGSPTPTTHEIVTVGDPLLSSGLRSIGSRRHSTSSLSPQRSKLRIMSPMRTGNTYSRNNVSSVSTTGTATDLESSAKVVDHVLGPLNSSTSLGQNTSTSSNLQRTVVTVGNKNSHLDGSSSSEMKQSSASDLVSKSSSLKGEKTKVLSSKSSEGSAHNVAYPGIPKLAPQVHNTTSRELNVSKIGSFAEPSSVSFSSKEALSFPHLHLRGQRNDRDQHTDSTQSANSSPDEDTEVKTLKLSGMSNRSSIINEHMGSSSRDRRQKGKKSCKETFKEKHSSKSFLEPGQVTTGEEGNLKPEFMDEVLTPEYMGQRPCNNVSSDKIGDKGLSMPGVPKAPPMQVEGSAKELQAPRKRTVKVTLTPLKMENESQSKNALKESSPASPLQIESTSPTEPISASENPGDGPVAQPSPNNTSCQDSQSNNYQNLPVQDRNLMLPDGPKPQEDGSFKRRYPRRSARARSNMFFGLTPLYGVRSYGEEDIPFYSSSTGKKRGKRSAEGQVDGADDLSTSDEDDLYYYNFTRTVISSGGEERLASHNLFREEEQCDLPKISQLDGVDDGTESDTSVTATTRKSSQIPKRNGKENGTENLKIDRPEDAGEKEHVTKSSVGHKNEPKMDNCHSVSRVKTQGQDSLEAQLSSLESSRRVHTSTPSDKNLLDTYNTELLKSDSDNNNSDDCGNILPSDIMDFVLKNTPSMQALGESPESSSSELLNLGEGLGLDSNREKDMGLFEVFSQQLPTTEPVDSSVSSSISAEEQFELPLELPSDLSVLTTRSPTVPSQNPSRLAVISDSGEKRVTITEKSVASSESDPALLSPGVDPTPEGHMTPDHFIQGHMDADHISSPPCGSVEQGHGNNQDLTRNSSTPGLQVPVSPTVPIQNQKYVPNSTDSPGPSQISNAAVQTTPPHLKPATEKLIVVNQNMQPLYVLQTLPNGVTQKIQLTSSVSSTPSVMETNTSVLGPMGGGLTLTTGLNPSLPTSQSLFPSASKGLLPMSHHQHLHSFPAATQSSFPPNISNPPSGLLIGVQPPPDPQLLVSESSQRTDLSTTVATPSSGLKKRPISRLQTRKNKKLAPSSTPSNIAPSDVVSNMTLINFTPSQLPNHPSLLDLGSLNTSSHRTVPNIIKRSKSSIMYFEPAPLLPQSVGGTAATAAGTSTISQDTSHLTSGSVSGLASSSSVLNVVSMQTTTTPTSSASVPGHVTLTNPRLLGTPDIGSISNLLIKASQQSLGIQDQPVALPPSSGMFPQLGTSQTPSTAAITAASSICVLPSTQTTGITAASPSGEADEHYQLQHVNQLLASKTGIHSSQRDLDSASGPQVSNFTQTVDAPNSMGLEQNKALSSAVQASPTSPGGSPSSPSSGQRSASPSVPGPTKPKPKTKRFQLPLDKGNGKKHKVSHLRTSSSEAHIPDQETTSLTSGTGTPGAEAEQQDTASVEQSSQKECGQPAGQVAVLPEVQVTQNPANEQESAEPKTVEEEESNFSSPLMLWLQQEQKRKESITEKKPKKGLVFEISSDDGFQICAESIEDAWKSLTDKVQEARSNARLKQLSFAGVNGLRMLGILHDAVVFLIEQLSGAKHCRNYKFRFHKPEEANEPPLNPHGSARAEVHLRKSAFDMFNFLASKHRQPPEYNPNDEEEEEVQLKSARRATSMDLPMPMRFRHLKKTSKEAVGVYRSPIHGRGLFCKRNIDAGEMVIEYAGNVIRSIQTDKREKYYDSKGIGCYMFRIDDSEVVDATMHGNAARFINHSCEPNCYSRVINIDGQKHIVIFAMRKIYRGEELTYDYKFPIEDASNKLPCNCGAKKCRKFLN
#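 Steps: dispense CXXC domain solution (7 uM) → pin compounds or unlabeled HOX-A9 DNA control → 5 min ambient → add FLSN-HOX-A9 solution (50 nM) → spin → 30 min ambient → fluorescence polarization. Tris pH 7.5/NaCl/DTT/BSA buffer.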
# S-ASM inh = blocks human secretory acid sphingomyelinase. P17405. placental ASM, HMU-PC fluorogenic substrate, 60 min. actives 0.006% (n = 340,000). Potency, µM (highest dose often 57.5 µM), for the others: at the highest dose activity change, negative = inhibition, usual class: inhibitors; note: potency is the fitted concentration of half-maximal effect
#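 Fluorescence read-out (Ex 386 nm, Em 447 nm) after stopping the reaction at pH 10. Enzyme: ASM from human placenta; substrate HMU-PC0, 9 uM final; 60 min, 37 °C. Compound preincubation 10 min, ambient temperature.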
# KCNH2 WT inh = KCNH2 (human, wildtype) channel inhibition. activity change, % at 1.84 µM. U2OS, BacMam KCNH2, thallium flux FluxOr; hits give low values. actives 0.37% (n = 340,000). Q12809;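 active = maximum activity change below -70%; inconclusive = maximum activity change between -70% and -50%; inactive = maximum activity change above -50%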; note: % is set by controls: 0 for no effect and ±100 for the full control effect
#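 U2OS cells were transduced with wild-type KCNH2 virus (2.03 x 10^8 / mL) for 4 h at room temperature, then cultured overnight at 37 C. Thallium flux was read with FluxOr dye. Rate constants were normalized to DMSO controls.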
# GALK inhibitor = galactokinase (human) inhibition; actives 0.007% (n = 270,000); Purified GALK, Kinase-Glo residual ATP luminescence; Potency, µM (titrated, usually from 57.5 µM), inactives show at the highest dose activity change, negative = inhibition, most hits filed as inhibitors; P51570; note: potency is the fitted concentration of half-maximal effect; % is set by controls: 0 for no effect and ±100 for the full control effect
#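 The enzyme phosphorylates galactose (100 uM) using ATP (35 uM); inhibition is detected as higher residual ATP, quantified by bioluminescence after 1 h reaction at room temperature, pH 8.0.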
# MBNL1-CUG inh = blocks human MBNL1 binding to CUG repeat RNA | TR-FRET MBNL1-His/biotin-(CUG)12 binding, 665/545 ratio | Potency, µM (top dose mostly 57.5 µM), for inactives: top-dose activity change, negative = inhibition, actives largely listed as inhibitors | actives 0.036% (n = 280,000) | AID 2675; active = well fitted inhibition curve with a large enough effect in the signal ratio, with a control signal flat, not every such curve was filed as active; inconclusive = small, poorly fitted or top-dose-only effect, or effect the other way, or a change in a side signal; inactive = no such curve, though single readings can be large or run the other way; the % refers to the signal ratio; note: potency is the fitted concentration of half-maximal effect; % is set by controls: 0 for no effect and ±100 for the full control effect
#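 Ratiometric TR-FRET (665 over 545 nm, excitation 340 nm) tracks disruption of MBNL1-His/biotin-(CUG)12 complex after 60 min at room temperature, with compounds at 92 nM to 58 uM final.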
# TRPV1 ag = activates the human vanilloid receptor TRPV1; Q8NER1; TRPV1-expressing cells, Fluo-8 calcium influx, agonist mode; activation, % at 8.33 µM; actives 0.19% (n = 320,000); AID 540275; in the data active = activation above about 80%; inconclusive = between about 30% and that limit; note: 0% is about no effect
#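 Cells expressing TRPV1 were dye-loaded with Fluo-8 and read kinetically: 10 s baseline, 3 min after compound (agonist portion), then 2 min after EC20 capsaicin (allosteric enhancer portion). Calcium-bound dye fluorescence at 480/520 nm.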
# A-T KAP1 phos = potential ataxia-telangiectasia treatment. Potency, µM (top dose mostly 57.5 µM), without a hit: top-dose activation, actives largely listed as activators. […] A-T fibroblasts, KAP-1 phosphorylation AlphaLISA; neocarzinostatin DNA damage 30 min before lysis. AID 485349. actives 0.19% (n = 320,000); note: potency is the fitted concentration of half-maximal effect; % of control where 0% means no effect; nearly all actives have a fitted effect of over 45% in size
#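 hTERT-immortalized A-T patient fibroblasts ([…]), 500 cells/well in OPTI-MEM, 1% FBS, got compounds for 60 min, then NCS for 30 min at 37C. Lysates were then assayed for phospho-KAP-1 by AlphaLISA (anti-pKAP1 donor, anti-KAP1 acceptor beads), 6 hr at 25C.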
# Coupling enz = inhibits coupling enzyme system, counter-screen for aldolase hits; actives 0.67% (n = 290,000); coupling enzyme system counterscreen, AmpLite Red fluorescence; AID 2472; activity change, negative = inhibition, % at 58.2 µM, hits read low; in the data active = activity change below about -30%; note: % is set by controls: 0 for no effect and ±100 for the full control effect
#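 Counterscreen of the coupled detection system alone, without aldolase: glyceraldehyde-3-phosphate coupling enzymes plus AmpLite Red readout. Compounds at 57.5 uM final, 10 min RT preincubation, 20 min RT reaction, fluorescence 525/598 nm.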
# KCNH2 3.1 block = KCNH2 3.1 (human) potassium channel inhibition; U2OS KCNH2 3.1, thallium flux FluxOr; hits give low values; activity change, % (tested at about 1.8 µM); actives 0.95% (n = 340,000); AID 720553;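 active = maximum activity change below -70%; inconclusive = maximum activity change from -70% to -50%; inactive = maximum activity change above -50%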;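 note: thallium influx rate constant from kinetic fluorescence after stimulation buffer; % is set by controls: 0 for no effect and ±100 for the full control effect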
#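 Normalized rate constant (relative to positive and negative DMSO controls) derived from a 2 min kinetic fluorescence read after stimulation; U2OS cells expressing the 3.1 isoform via virus at 1.77 x 10^8 /mL.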
# * hit, by the source's call; ? = inconclusive; · = not tested or not shown; [ ] = dose if it differs, or a comment. Unless noted, calls come from the whole dose curve; as a rule, active = well fitted curve in the direction sought with a large enough effect; inconclusive = small, poorly fitted or top-dose-only effect, or another doubt; inactive = no such curve, though single readings can be large; an effect the other way counts as inactive or inconclusive. An unsorted share of the library; overall some 2% were active at least once.
molecule	A-T KAP1 phos	MBNL1-CUG inh	GALK inhibitor	S-ASM inh	Coupling enz	KCNH2 WT inh	KCNH2 3.1 block	Integrin act MD	MLL CXXC-DNA inh	TRPV1 ag
O=C(O)C1CCCCC1C(=O)NC1CCCCC1 (stereo not given)	0%	0%	0%	1%	1	-12	-22	3%	-7%	-1
O=C1C(=O)N(CCOCCO)C(c2ccccn2)/C1=C(\O)c1ccccc1 (stereo not given)	10%	?	5%	-1%	-4	5	-5	3%	0%	5
Cc1c(N=Cc2nc3ccccc3[nH]2)c(=O)n(-c2ccccc2)n1C	-26%	?	3%	4%	2	-5	-2	18%	-3%	3
c1ccc(CSc2nnc(-c3cccs3)o2)cc1	6%	-10%	7%	-1%	-1	9	-9	16%	3%	5
CCOC(=O)Cn1c(=O)n(Cc2ccc(C)cc2)c(=O)c2cccnc21	-2%	4%	1%	1%	3	0	-9	?	7%	?
CCCC(=O)NC(c1ccccc1Cl)c1c(O)ccc2ccccc12 (stereo not given)	-2%	·	1%	·	-10	5	-39	3%	6%	2
COc1cccc(/C=N/Nc2nc3ccccc3n3cnnc23)c1O	-5%	?	0%	-4%	-2	3	-14	-5%	115%[activator]	17
Cc1ccc(S(=O)(=O)N2CCN(C(=O)COC(=O)Cc3ccc(F)cc3)CC2)c(C)c1	-3%	·	·	-1%	·	-20	3	2%	·	1
O=C(CN1C(=O)S/C(=C/c2ccc(N3CCOCC3)cc2)C1=O)N1CCOCC1	3%	?	2%	4%	1	21	-3	-21%	13%	4
CC(NC(C(=O)c1ccccc1)c1ccccc1)c1ccccc1 (stereo not given)	·	·	·	-2%	·	-4	-3	10%	·	·
O=C(NC1(C(F)(F)F)C(=O)Nc2c1c(=O)[nH]c(=O)n2Cc1ccccc1)c1ccco1 (stereo not given)	1%	-7%	-5%	2%	·	0	·	10%	-4%	-1
Cc1cc(C)c(S(=O)(=O)N2CCCC(C(=O)NC3CC3)C2)c(C)c1 (stereo not given)	10%	-3%	-2%	·	·	0	-5	1%	-8%	4
COc1ccc(C(=O)NNC(=O)CN2CCC(n3nnc4cc(C)ccc43)CC2)cc1	6%	0%	0%	6%	-1	-13	10	16%	-8%	2
COC(=O)c1cccc(NC(=O)CSc2nnc(COc3ccc(C#N)cc3)n2-c2ccccc2)c1	9%	-12%	3%	-6%	-1	25	-37	4%	5%	-1
O=c1oc2ccccc2n1CCCCCn1c(=O)oc2ccccc21	-1%	-3%	3%	4%	2	-6	-13	-7%	-1%	11
O=C(Nc1nc(-c2cc(Cl)sc2Cl)cs1)c1ccc(Br)s1	-1%	1%	0%	-1%	2	-13	-19	3%	18%	7
O=C(Nc1ccccc1)c1ccc(S(=O)(=O)N(CCO)CCO)cc1	9%	1%	-6%	-3%	3	2	-4	-1%	-2%	22
Cc1ccccc1NS(=O)(=O)c1ccc(NS(=O)(=O)c2cccs2)cc1	12%	-9%	1%	-4%	7	-1	11	-12%	-4%	-1
CCCC(=O)Nc1sc(C)c(C)c1C(=O)Nc1cccc(C)c1	10%	-3%	1%	-9%	1	24	-10	21%	9%	?
CSc1ccc(C(c2c(C)[nH][nH]c2=O)c2c(C)[nH][nH]c2=O)cc1	2%	?	4%	2%	-17	-5	8	-5%	-23%	-4
Nc1nc(Nc2ccccc2F)nc(NCc2ccco2)c1[N+](=O)[O-]	5%	·	-4%	-7%	-1	1	7	?	-3%	·
c1ccc(-n2ncc3c(NCCN4CCOCC4)ncnc32)cc1	2%	0%	0%	0%	3	4	0	9%	4%	-1
Cc1cc(C)c(C(=O)C2OC(=O)C(C)(C)C(=O)C2(C)C)c(C)c1 (stereo not given)	0%	-1%	-5%	-1%	-2	-3	-15	17%	5%	8
COc1ccccc1NCC(=O)N/N=C/c1sccc1C	4%	?	-1%	-1%	-2	-8	-6	18%	-5%	-1
COc1cccc(C(=O)N/N=C/c2ccc(Oc3ccc([N+](=O)[O-])cn3)c(OC)c2)c1	-3%	?	2%	-1%	1	17	9	16%	12%	3

# Entries of single compounds, quoted from the list. Screens in order: A-T KAP1 phos	MBNL1-CUG inh	GALK inhibitor	S-ASM inh	Coupling enz	KCNH2 WT inh	KCNH2 3.1 block	Integrin act MD	MLL CXXC-DNA inh	TRPV1 ag
# Entry for COc1cccc(/C=N/Nc2nc3ccccc3n3cnnc23)c1O → -5%	?	0%	-4%	-2	3	-14	-5%	115%[activator]	17
# Entry for O=c1oc2ccccc2n1CCCCCn1c(=O)oc2ccccc21 → -1%	-3%	3%	4%	2	-6	-13	-7%	-1%	11

# (listing goes on)
molecule	A-T KAP1 phos	MBNL1-CUG inh	GALK inhibitor	S-ASM inh	Coupling enz	KCNH2 WT inh	KCNH2 3.1 block	Integrin act MD	MLL CXXC-DNA inh	TRPV1 ag
COc1ccc(CNC(=O)CNC(=O)CNS(=O)(=O)c2ccc(C)c(C)c2)cc1	6%	0%	-1%	1%	0	7	-3	-35%	-1%	-3
CCCCC(=O)NN(C)c1nc(-c2ccccc2)nnc1C(F)(F)F	2%	-4%	-2%	4%	3	0	-2	14%	21%	11
O=C1C(=O)N(c2cccc(Cl)c2)C(c2ccccc2[N+](=O)[O-])/C1=C(\O)c1ccccc1 (stereo not given)	-14%	?	-3%	0%	-9	4	-8	-4%	-8%	4
COc1cc(C(=O)Cc2nc3ccccc3n2C)cc(OC)c1OC	0%	6%	-6%	2%	2	5	0	5%	15%	1
CCN(CC)c1ccc(CNc2ccc(Br)cn2)cc1	-3%	-4%	0%	0%	2	-3	·	-11%	14%	3
COc1ccc(F)cc1S(=O)(=O)N1CCN(Cc2ccc3c(c2)OCO3)CC1	6%	1%	0%	2%	-1	5	3	-11%	7%	18
CC1(C)CC(=O)C2=C(C1)N(c1ccc(F)cc1)C(=O)C2(NC(=O)c1ccccc1)C(F)(F)F (stereo not given)	3%	·	0%	·	0	·	·	·	1%	1
CCCCCCCn1c(=N)n(CC(=O)c2ccco2)c2ccccc21	3%	-1%	-3%	-1%	0	17	-31	-58%[inhibitor]	?	14
COc1ccc(C2C(C(=O)N3CCN(c4ccccn4)CC3)CC(=O)N2c2ccc(OC)cc2)cc1 (stereo not given)	-1%	-2%	-1%	2%	3	4	-24	2%	2%	-2
CCc1noc(C)c1C(=O)OCC(=O)Nc1c(F)cccc1F	-13%	·	·	2%	·	-36	13	20%	·	2
COc1cccc(CNC(=O)Cn2cc([N+](=O)[O-])cn2)c1	20%	8%	8%	10%	3	-1	5	26%	10%	1
O=C1N/C(=N/O)S/C1=C/c1cccc([N+](=O)[O-])c1	5%	?	5%	-2%	9	-5	-21	-32%	12%	4
Cc1ccc(Cl)cc1N1CCN(S(=O)(=O)c2c(C)noc2C)CC1	-3%	2%	6%	-2%	0	-4	-2	14%	21%	-2
CCC1CCCCN1CCCNC(=O)c1cc2c(Cl)nc3ccccc3c2s1 (stereo not given)	-4%	-2%	10%	-2%	1	-9	-2	-54%[inhibitor]	?	-2
O=C(NCCNC(=O)c1ccco1)c1ccc(Cl)c(Cl)c1	12%	-5%	-1%	-2%	-2	3	4	-33%	2%	-7
C=CCNc1nc(N)c(C(=O)c2ccc3c(c2)OCO3)s1	-12%	?	0%	-1%	-1	2	43	-21%	0%	-2
CC(C)(C)C(=O)COC(=O)c1cc(-c2ccncc2)nc2ccccc12	6%	?	9%	-3%	3	-7	18	35%	-9%	22
Cc1ccc(-c2cccc(CN3CCN(C4CCN(C(C)C)CC4)C(CCO)C3)c2)o1 (stereo not given)	-7%	-9%	2%	1%	1	14	-1	-55%[inhibitor]	3%	2
O=C(Nc1ccccc1OC(F)F)c1ccccc1	3%	0%	-3%	2%	0	34	1	3%[7.66 µM]	3%	0
COc1ccc(CN2CCNC(=O)C2CC(=O)N(C)CC2CCOCC2)cc1OC (stereo not given)	1%	-2%	-5%	-1%	-1	3	-1	19%	4%	-4
COc1ccccc1NS(=O)(=O)c1ccc(C)c(NS(=O)(=O)c2cc(C(=O)O)cc(C)c2C)c1	2%	-3%	-5%	3%	·	-6	·	35%	16%	-1
COc1ccc(CC(=O)NCCCCc2ccccc2)cc1OC	·	·	·	4%	·	3	3	-20%	·	·
O=C1Nc2ccccc2C1=Nc1ccc(F)cc1	8%	?	·	0%	1	17	8	-16%	40%[activator]	-2
COc1ccc(OC(=O)c2cccnc2)cc1	3%	3%	2%	0%	3	5	·	13%	110%[activator]	0
O=c1c([N+](=O)[O-])c(NCCN2CCCCCC2)c2ccccc2n1-c1ccccc1	0%	·	1%	-4%	5	2	18	?	-2%	6
COc1ccc(S(=O)(=O)N2CCOC2CNC(=O)C(=O)NCC(C)C)cc1 (stereo not given)	2%	-3%	-1%	2%	·	-21	1	-20%	-5%	1
Nc1ccc(Cc2nc3cc4ccccc4cc3[nH]2)cc1	0%	?	-5%	-1%	-2	-8	7	-5%	9%	0

# Bioassay records from PubChem BioAssay.
